Screens from PubChem BioAssay.
Keap1 Nrf2 FP: Keap1-Nrf2 (human) interaction inhibition; AID 504523; hit rate 0.15% among 340,000; inhibition, % at 9.4 µM; Keap1 Kelch-Nrf2 peptide fluorescence polarization, 1536-well; in the data active = inhibition above about 12%;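 note: human Keap1 Kelch domain with fluorescein labeled Nrf2 9mer peptide probe; 0% = neutral control wells and 100% = peptide positive control; higher means more block of Keap1 binding to Nrf2 peptide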
Target sequence (Q14145 whole entry, looked up, the tested form may be a part): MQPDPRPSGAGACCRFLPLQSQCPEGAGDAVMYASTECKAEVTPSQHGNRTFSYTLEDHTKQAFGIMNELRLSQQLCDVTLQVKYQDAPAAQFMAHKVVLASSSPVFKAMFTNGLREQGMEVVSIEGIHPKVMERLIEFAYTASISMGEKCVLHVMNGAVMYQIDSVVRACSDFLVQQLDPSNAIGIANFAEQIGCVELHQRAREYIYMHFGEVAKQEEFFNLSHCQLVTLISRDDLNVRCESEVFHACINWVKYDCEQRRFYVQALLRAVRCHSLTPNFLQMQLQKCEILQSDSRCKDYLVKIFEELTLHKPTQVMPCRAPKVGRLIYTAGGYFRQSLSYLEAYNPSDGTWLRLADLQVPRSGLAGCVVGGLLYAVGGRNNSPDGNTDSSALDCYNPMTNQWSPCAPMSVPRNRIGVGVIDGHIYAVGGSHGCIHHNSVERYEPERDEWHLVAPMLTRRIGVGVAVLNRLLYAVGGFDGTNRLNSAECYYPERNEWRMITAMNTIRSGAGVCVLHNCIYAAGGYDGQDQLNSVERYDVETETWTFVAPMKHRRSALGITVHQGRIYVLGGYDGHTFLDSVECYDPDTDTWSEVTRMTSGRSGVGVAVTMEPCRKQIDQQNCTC
Pemphigus Ab inh: blocks pemphigus antibody binding to human desmoglein-3; hit rate 0.48% among 310,000; binding (percent of control), % at 10 µM; DSG3-coupled beads, scFv-anti-DSG3-GFP binding, flow cytometry; hits give low values; P32926; AID 588358;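 active = binding more than 3 SD below its plate's average and above zero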;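 note: hits lower antibody fragment binding to DSG3; some compounds called inactive have numbers as strong as hits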
DAGLB inh: blocks human DAGLB lipase activity; hit rate 0.059% among 340,000; Q8NCG7; HEK293T DAGLB membrane lysate, EnzChek fluorogenic substrate; inhibition, % at 5.17 µM; AID 504411; in the data active = inhibition above about 34%;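 note: 0% = enzyme with vehicle and 100% = wells lacking enzyme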
V-ATPase pHluor: yeast V-ATPase proton transport regulation by pHLuorin; S. cerevisiae, pHLuorin cytosolic pH fluorescence; AID 504577; response, % at 10 µM; hit rate 0.37% among 350,000; in the data active = response mostly above about 7.3%, no sharp cut-off; inactive = mostly below about 5.4%; note: actives read high; inactives centre near 0; some compounds called inactive have numbers as strong as hits
CAL PDZ FP-1: blocks peptide binding to the human CAL PDZ domain; purified CAL PDZ, TMR-peptide fluorescence polarization, 1 h; inhibition, % at 24.9 µM; hit rate 0.92% among 300,000; AID 602252;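 active = mean inhibition of at least 30% with at least half of replicates also reaching 30%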;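 note: 0% = DMSO neutral control and 100% = excess unlabeled competitor peptide PRC23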
C-LANA FP: KSHV C-LANA DNA binding inhibition | MBP-C-LANA/FAM-LBS DNA binding, fluorescence polarization | inhibition, % at 9 µM | hit rate 0.078% among 340,000 | AID 504423;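 active = highest replicate inhibition at or above 60% at 9 µM, even if other replicates fall short; inactive = all replicates below 60% inhibition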;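 note: 0% = neutral control wells and 100% = 4 µM acridine orange control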
Arr AP2 block: inhibitors of human beta-arrestin and AP2 interaction; inhibition, % at 10 µM; hit rate 0.31% among 340,000; AID 504490; FITC-arrestin peptide / GST-AP2 beads, flow cytometry; AP2 beta2 appendage carries R879A mutation;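 active = inhibition above a set limit, near 3 SD of compounds lacking own fluorescence, cut at about 54% in these data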;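 note: plate controls were DMSO wells for no effect and 5 µM unlabelled arrestin peptide for full effect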
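Assay system: GST-AP2 R879A bound to glutathione beads, E. coli-expressed; Medium: PBS with 0.05% Tween 20 and 0.1% BSA; Also added: fluorescein-tagged arrestin peptide at 50 nM final; Timing: 12 min plus 1 h, RT; Measured by: flow cytometry, FL1 (488/535 nm); Evaluation: percent drop in bead-associated FITC signal.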
NSD2 HMT inh: blocks human histone methyltransferase NSD2; NSD2 peptide methylation, AlphaScreen, 120 min; inhibition, % at 12.5 µM; hit rate 0.54% among 310,000; in the data active = inhibition above about 50%
Cardiac RTF inh: cardiac RTF calcium desensitization; P19429+P45379; hit rate 0.12% among 340,000; inhibition, % at 7.15 µM; IANBD-labeled cardiac RTF, Ca2+ fluorescence;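 active = inhibition above the mean inhibition of all tested compounds plus 3 SD, cut at about 17% in these data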;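 note: assay run at fixed EC70 calcium of 1.6 mM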
CAL PDZ FP-2: human CAL PDZ-peptide interaction inhibition | purified CAL PDZ, TMR-peptide fluorescence polarization, 1 h | hit rate 0.02% among 330,000 | AID 504414 | inhibition, % at 20 µM;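 active = highest replicate inhibition of at least 40%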;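 note: plate controls were DMSO neutral control wells for no effect and unlabeled competitor peptide control wells for full effect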
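Test system: purified CerCALP PDZ construct; Compound dosing: one concentration, 20 µM compound; Also added: TMR-labelled reporter peptide T*-PRC34 bound in PDZ groove; Read-out: inhibition from polarization loss; Controls: unlabelled peptide and DMSO controls; Signal: FP readout, S and P plane fluorescence; Incubation: 1 h at RT.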
The depositor's hits bear a star; . = no result given.

SMILES	Keap1 Nrf2 FP	Pemphigus Ab inh	DAGLB inh	V-ATPase pHluor	CAL PDZ FP-1	C-LANA FP	Arr AP2 block	NSD2 HMT inh	Cardiac RTF inh	CAL PDZ FP-2
O=C(COc1ccccc1)Nc1ccc(S(=O)(=O)NCc2ccco2)cc1	-2	97	-2	1	-2	1.2	10	-2	-6	0.2
COc1ccc(NC(=O)CN2C(=O)CC(C)(C)S(=O)(=O)c3ccccc32)cc1	0	107	-4	-4	4	3.1	22	.	-6	0.0
Cc1cc(OCC(O)CNC(C)c2ccccc2)ccc1C(C)C (stereo not given)	-2	96	-4	-2	.	-0.9	9	4	1	-3.8
O=C(COc1ccccc1Cl)NCc1nc(-c2ccccc2)no1	-2	110	-3	-1	0	-1.3	-1	7	2	-1.1
Cc1cc(/C=C2\C(=N)N3N=C(CC(=O)N4CCOCC4)SC3=NC2=O)c(C)n1Cc1ccccc1	.	107	.	2	.	.	41	3	.	.
O=C(O)c1ccc(-c2ccccc2C(F)(F)F)o1	4	82	3	-5	-2	-0.7	0	-1	-5	-0.5
C[C@H](NC(=O)c1nc[nH]c1C(=O)NCCCCCN)C(=O)OCc1ccccc1	1	100	1	9	0	-1.1	2	.	-7	0.0
COc1ccc(NC(=O)c2cnc(SC)nc2C)c(OC)c1	-4	98	0	1	1	-0.4	22	0	-7	-2.3
NS(=O)(=O)c1ccc(CCNC(=O)CCCn2c(SCC(=O)N3CCCC3)nc3ccsc3c2=O)cc1	-4	107	-1	1	-3	1.4	-6	-2	-2	-1.7
CCCCc1nnc(SCC(=O)NC2CCCCC2)n1C	0	99	1	-4	1	1.3	1	-1	5	-0.5
Cc1ccc(-n2cc(CNC(C)c3cnn(C)c3C)c(-c3ccc(F)cc3)n2)cc1 (stereo not given)	6	101	0	-3	-4	0.1	-22	1	0	-2.5
COc1cccc(NC(=S)N(CCN(C)C)C(C)c2ccncc2)c1 (stereo not given)	2	100	-1	-3	-2	1.8	11	1	-11	-0.8
CN(C)CCNc1ncnc2c1sc1nc(N3CCCC3)c3c(c12)CC(C)(C)OC3	-7	119	1	0	.	-13	-1	13	-5	0.1
O=C(C[n+]1cc(-c2ccc(Cl)cc2)n2c1CCCCC2)c1ccccc1	4	114	5	-5	-1	-2.1	31	0	-2	-0.6
Cc1cccc(NC(=S)NNC(=O)CCn2nc(C)c([N+](=O)[O-])c2C)c1	-3	106	1	2	.	-1.0	5	-2	-4	-1.6
CCCCNc1c(-c2ccc(OC)c(SC(C)CC)c2)nc2ccc(C)cn12 (stereo not given)	1	103	-5	-1	-1	-0.1	2	0	-18	0.9
Cc1cc2c(cc1C)CSC(c1ccccc1O)SC2	9	102	-6	-1	-2	-0.2	7	-8	5	-0.5
O=C1CCC(C(=O)N2CCN(c3cnccn3)CC2)CN1CCc1ccc(Cl)cc1 (stereo not given)	-3	100	2	7	0	-0.5	-12	-1	-4	-1.4
O=C(Nc1sc2c(c1C(=O)N1CCOCC1)CCCCC2)c1cccnc1	0	103	1	-1	-4	2.0	18	0	-2	0.7
CCOc1ccc(C2OCCC(C)O2)cc1OC (stereo not given)	-1	88	0	1	-5	0.5	22	.	2	-1.4
COc1ccc(N2CCN(c3ncnc4nc[nH]c34)CC2)cc1	-8	100	4	2	.	-0.5	7	.	4	-1.1
CCSc1nnc(CNc2ccc(F)cc2)n1CC1CCCO1 (stereo not given)	-2	.	1	-3	-2	5.8	8	3	2	-0.3
O=C(CNC(c1ccccc1)c1ccccc1)Nc1ccccc1Br	3	109	-10	-3	-5	-2.4	2	0	1	0.1
CCc1nc2ccccc2n1Cc1ccc(OC)c(OC)c1	-2	100	-2	1	-3	1.5	-4	8	2	-2.2
NC(=O)CSc1nnc(-c2cc(-c3ccc(Cl)cc3)nc3ccccc23)o1	-1	88	1	-2	5	-1.4	14	4	-6	0.0
CC(C)c1ccc(-c2c(C#N)c(N)nc3c2CCCCC3)cc1	-1	113	-5	0	-3	-0.3	-15	-3	3	0.5
CCN1CCN(C(=S)Nc2cccc(Cl)c2)CC1	-1	85	-2	5	4	0.0	0	-3	-10	-1.0
O=C1C2C3C=CC(C4CC34)C2C(=O)N1c1nccs1 (stereo not given)	-4	89	1	1	-2	2.3	1	-4	-3	-2.2
CCOc1ccccc1NC(=O)Cn1c(=O)oc2cc(Cl)ccc21	-5	70	1	-2	-4	1.1	11	1	3	-2.5
COc1ccc(NC2c3ncccc3C(=O)N2Cc2cccs2)cc1 (stereo not given)	-5	100	1	0	-1	2.2	33	1	3	-2.3
Cc1ccc(-n2nc3ccc(NC(=O)c4cccc([N+](=O)[O-])c4C)cc3n2)cc1	-3	91	-6	0	-3	-0.6	2	-3	5	-1.4
COCn1c(-c2ccc(OC)cc2)nc2ccccc21	-6	88	-3	1	107*	0.3	-5	-1	3	.
N#CC(c1ccccn1)(c1ncc(C(F)(F)F)cc1Cl)N1CCOCC1 (stereo not given)	2	104	0	0	.	0.3	1	-2	-6	-2.4
CCN(CC)Cc1c(O)ccc2c(=O)c(-c3ccccc3OC)coc12	-3	115	0	6	-1	2.1	11	3	-9	-0.9
COCCn1c(SCC(=O)NCCCN2CCCC2=O)nc2sc3c(c2c1=O)CCCC3	1	103	0	0	0	-1.3	-25	1	-7	-0.4
Cc1ccc(NC(=O)c2ccccc2N(C)S(C)(=O)=O)cc1C	4	96	-4	-1	-3	0.4	5	-1	1	0.5
COc1ccc(/C=C(\NC(=O)c2ccc(OC)c(OC)c2)C(=O)N2CCN(C)CC2)cc1	3	102	0	-1	-2	1.5	21	0	-10	-1.4
COC(=O)c1cccc(NC(=O)c2cnoc2C)c1	-1	102	1	-1	-8	-2.1	6	0	-3	-1.8
O=C(N/N=C/c1ccc([N+](=O)[O-])o1)c1sc2ccccc2c1Cl	-3	82*	-1	8	0	0.2	4	.	-9	-1.1
CCCCOP(=O)(c1ccc(N(C)C)cc1)C(O)c1ccccc1F (stereo not given)	2	102	2	4	-2	-0.8	2	9	-13	-2.4
Cc1cccc(NC(=O)Nc2cc(C)cc(C)n2)c1	-1	102	1	-2	-2	0.0	7	2	-1	-2.0
CC(C)[C@@H](N)C(=O)N/N=C/c1ccc2ncccc2c1	4	104	-1	-1	1	1.8	-24	-6	-7	-0.5
O=C(NCc1ccccn1)c1cc(S(=O)(=O)N2CCN(c3ccccc3)CC2)ccc1Cl	4	104	-2	1	4	1.3	-12	0	-2	-0.4
COCCOC(=O)c1[nH]c2c(c1C)C(=O)CC(c1cc(OC)ccc1OC)C2 (stereo not given)	-1	107	-1	-2	.	-0.2	5	.	-7	0.1
O=C(c1cn(-c2ccccc2)nc1-c1ccncc1)N1CCCCC1	0	.	-4	-3	-9	-0.2	1	0	-7	0.1
O=C(NCc1cccnc1)C1c2ccccc2C(=O)N1C1CCCCCC1 (stereo not given)	4	104	-3	-1	4	-2.1	10	-2	-4	.
COc1ccccc1C(=O)Nc1nnc(-c2ccccc2)s1	0	114	-4	2	-24	3.0	43	0	0	-2.3
C[C@]12c3[nH]c4cc(-c5ccco5)ccc4c3CCN1C(=O)[C@@H](CC(=O)NCC13CC4CC(CC(C4)C1)C3)C[C@@H]2C(=O)N1CCOCC1	1	95	2	1	-2	-0.3	34	.	4	-0.9
CC1(C)C2CCC1(CS(=O)(=O)N1CCCc3ccccc31)C(=O)C2 (stereo not given)	-2	100	-7	6	-3	0.0	4	-3	-3	-0.9
O=C(CNC(=O)c1ccco1)NCc1ccc2c(c1)OCO2	-4	.	-3	-3	-2	1.0	-1	-2	-4	0.1
CC(=O)c1c(C)[nH]c(C(=O)NNC(=O)COc2cc(C)cc(C)c2)c1C	-3	95	1	2	-8	-0.7	-1	9	1	-0.1
COc1cc(CN2CCC(n3nccc3NC(=O)C3CCOC3)CC2)ccc1F (stereo not given)	-2	99	1	1	1	1.2	25	0	1	0.8
CC(C)C(NC(=O)c1ccc2c(c1)OCCO2)c1nc2ccccc2[nH]1 (stereo not given)	0	110	-2	-5	1	0.2	26	-3	-3	-1.3
Cc1ccc(NC(=O)Cn2nc(C)c3ccccc3c2=O)c(C)c1	4	84	-1	-7	-2	1.4	29	-6	0	-1.4
COC(=O)c1ccc(C(=O)OC)c(NC(=O)CN(C)Cc2ccccc2)c1	1	87	-6	2	-5	-1.5	27	.	9	-4.1
CCc1ccc(S(=O)(=O)Nc2cccc(-c3ccc4nnc(C)n4n3)c2)s1	-2	106	2	-2	-4	-1.2	-6	-1	-3	0.4
CC(O)CNCc1ccc(Cl)cc1Cl (stereo not given)	-4	95	0	4	5	-0.8	1	4	6	-0.4
CC(=O)N1CCN(CC(=O)Nc2ccc3c(c2)CCC3)CC1	-8	99	3	-1	2	-0.2	1	3	-11	-0.2
O=C(Nc1ccccc1)C1=C[C@H](C2CCCCC2)C[C@H](OCc2ccc(CO)cc2)O1	-4	104	-5	9	0	-1.4	0	.	-16	0.3
O=C(Cn1cnc2ccccc2c1=O)c1ccc(Cl)cc1	-2	105	-3	2	-2	-0.1	-2	0	-4	-2.6
Next part:
SMILES	Keap1 Nrf2 FP	Pemphigus Ab inh	DAGLB inh	V-ATPase pHluor	CAL PDZ FP-1	C-LANA FP	Arr AP2 block	NSD2 HMT inh	Cardiac RTF inh	CAL PDZ FP-2
COc1ccc(CNC(=O)CCC(=O)Nc2ccc(Cl)cc2)cc1	-1	101	1	0	-1	-0.4	-3	-1	-5	-0.6
CC1CCCN(S(=O)(=O)c2cccc(-c3cn4cccnc4n3)c2)C1 (stereo not given)	-6	117	-2	-1	-4	1.7	0	-4	-4	0.1
C/C(=N/NC(=O)NC12CC3CC(CC(C3)C1)C2)c1ccccc1	3	92	-5	-2	-5	-1.2	9	1	-6	0.0
CC(C)NC(=S)NC(=O)c1ccc(Cl)cc1Cl	-4	103	-1	0	-3	-0.1	-4	7	5	0.0
COc1ccccc1CNCC(=O)Nc1cc(S(=O)(=O)N2CCCCCC2)ccc1Cl	1	92	-4	-3	-2	-0.3	4	3	-9	-4.5

Compound profiles (already shown). Order of screens: Keap1 Nrf2 FP	Pemphigus Ab inh	DAGLB inh	V-ATPase pHluor	CAL PDZ FP-1	C-LANA FP	Arr AP2 block	NSD2 HMT inh	Cardiac RTF inh	CAL PDZ FP-2
`C/C(=N/NC(=O)NC12CC3CC(CC(C3)C1)C2)c1ccccc1` across the screens: 3	92	-5	-2	-5	-1.2	9	1	-6	0.0
`COc1ccc(CNC(=O)CCC(=O)Nc2ccc(Cl)cc2)cc1` across the screens: -1	101	1	0	-1	-0.4	-3	-1	-5	-0.6
`CC(C)NC(=S)NC(=O)c1ccc(Cl)cc1Cl` across the screens: -4	103	-1	0	-3	-0.1	-4	7	5	0.0
`CC1CCCN(S(=O)(=O)c2cccc(-c3cn4cccnc4n3)c2)C1` (stereo not given) across the screens: -6	117	-2	-1	-4	1.7	0	-4	-4	0.1
`COc1ccccc1CNCC(=O)Nc1cc(S(=O)(=O)N2CCCCCC2)ccc1Cl` across the screens: 1	92	-4	-3	-2	-0.3	4	3	-9	-4.5

These rows are one share of the data, so the mix of outcomes need not match the whole.
